mHTT-CaM PPI inh: mHTT-calmodulin interaction abrogation; 190,000 compounds, 3.6% hits; AlphaScreen His-mHTT/GST-CaM binding, luminescence; P42858; inhibition, % at 15 µM;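 further: 0% = both proteins with DMSO and 100% = one protein alone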
Pf apPOL block: Pf-apPOL DNA polymerase inhibition; Recombinant Pf-apPOL, molecular beacon fluorescence, 1.5 h; inhibition, % at 10 µM; 210,000 compounds, 0.25% hits
An asterisk follows results filed as active; i = inactive; . = not tested or not shown; & = joins results of further samples. No stated cut-off is given here; in the data, active means inhibition above about 50%; inactive means the rest.

SMILES | mHTT-CaM PPI inh | Pf apPOL block
CC(CC(=O)N1CCN(Cc2ccccc2)CC1)c1ccccc1 (stereo not drawn) | 5 | -7
COc1ccccc1NC(=O)c1cccc(N2CCNC(c3ccccc3)C2)n1 (stereo not drawn) | 72* | -9
Cc1ccc(-c2nnc3s/c(=C\c4ccc(Cl)cc4)c(=O)n23)cc1 | 2 | -2
Cc1[nH]c2ccccc2c1SCCNC(=O)c1cccc(Cl)c1 | 23 | -18
O=C(NC1CCCCCCC1)c1c(O)c2ccccc2[nH]c1=O | 2 | 0
Cc1cccc(CNC(=O)c2cn3c(n2)COCC3)c1 | -10 | -4
COCCNC(=O)c1nn(-c2ccccc2OC)c(=O)c2ccccc12 | -6 | -1
Cc1ccc(C(=O)N2CCCC(c3nc(CNC(=O)C(C)C)cs3)C2)cc1C (stereo not drawn) | 4 | 1
O=C(c1ccc2cc[nH]c2c1)N1CCCN(C2CCN(CC3CC3)C2=O)CC1 (stereo not drawn) | 36 | 6
O=C1OC(c2ccc(Cl)c([N+](=O)[O-])c2)=N/C1=C/c1ccc2c(c1)OCO2 | 4 | 1

(next part)
SMILES | mHTT-CaM PPI inh | Pf apPOL block
O=C1S/C(=C\c2cccnc2)C(=O)N1c1ccc(Cl)cc1 | 5 | -8
Cc1cc([N+](=O)[O-])ccc1N=Cc1c(C)[nH]n(-c2ccccc2C)c1=O | 7 | 7
CC(=O)Nc1ccc(N2C(=O)CC(N3CCSCC3)C2=O)cc1 (stereo not drawn) | 0 | 0
CCCS(=O)(=O)c1csc(C(=O)OC)c1NN=Cc1ccc(N(C)C)cc1 | . | 2
CCC(=O)NCc1nc2c(n1CC)CN(S(=O)(=O)c1cc(C)ccc1C)CC2 | 5 | -3
CCN1C=C(C(=O)OCc2ccccc2F)C(C)=NS1(=O)=O | -26 | -5
O=C(CN1CCC(Cn2c(C(F)(F)F)nc3ccccc32)CC1)Nc1nccs1 | -14 | -8
Cc1nnc2ccc(S(=O)(=O)N(Cc3ccccc3)c3cccc(F)c3)cn12 | -1 | -3
C=CCN(c1ccccc1)S(=O)(=O)c1ccc2[nH]cc(C(=O)NCCC(C)C)c(=O)c2c1 | 7 | -7
CN(C)c1ccc(CCCNS(=O)(=O)c2ccc(Cl)s2)cc1 | 65* | -10

(further entries)
SMILES | mHTT-CaM PPI inh | Pf apPOL block
CCc1ccc2oc(-c3cc(NC(=O)c4cccc(OC)c4)ccc3O)nc2c1 | 14 | 4
CN(C)C(=O)c1cc2c(s1)CCC(C(=O)NCCc1cccs1)C2 (stereo not drawn) | -3 | -4
CSc1cccc(-c2nnc(NC(=O)Cc3cccc4ccccc34)o2)c1 | -14 | 2
CCOc1ccc(C=C2SC(=S)N(CCCC(=O)O)C2=O)cc1OC | 17 | -9
O=C(NCC1CCCO1)c1cccs1 (stereo not drawn) | -2&1 | -1
CCCC(=O)N1CCCC(c2nc(CCNC(=O)C3CC3)cs2)C1 (stereo not drawn) | 4 | 10
CCc1nc2c(c(=O)n1CC(=O)NCc1ccccc1)CN(Cc1ccccc1)CC2 | -6 | 0
CC1CCC(C(C)C)C(OCC(O)CNC2CCCC2)C1 (stereo not drawn) | -6 | -1
COc1cccc(CN2C(=O)CN(CC(=O)O)C(=O)C2c2ccccc2F)c1 (stereo not drawn) | 16 | -1
COc1ccccc1C(=O)N1CCCC(COc2cccc(C(=O)NC3CC3)c2)C1 (stereo not drawn) | 7 | -2

Further results follow:
SMILES | mHTT-CaM PPI inh | Pf apPOL block
Cc1ccc(C(=O)N2CCC(CCNC(=O)c3cc(-c4cccs4)on3)CC2)cc1 | 1 | 9
O=S1(=O)c2ccccc2-c2c(nnn2CC2CCCCC2)CN1C1CC1 | -19 | -3
O=c1[nH]cc(C(F)(F)F)c(=O)[nH]1 | -2 | -4
Cc1ccccc1-n1nc2c(c1NC(=O)c1cccc(Br)c1)CS(=O)C2 (stereo not drawn) | 8 | -2
CCOc1ccc(C2=CC(c3cc(OC)ccc3OC)n3ncnc3N2)cc1 (stereo not drawn) | 11 | 1
Cc1cc(C)n2nc(SCC(=O)NCCCN(C)C)nc2n1 | -14 | -15
O=C(c1cccc(Br)c1)N1CCN(c2ccc([N+](=O)[O-])c(N3CCOCC3)c2)CC1 | 0 | 1
CCCCc1ccc(N=Cc2nc(-c3ccc(Cl)cc3)oc2O)cc1 | 2 | 3
COCCCNC(=S)NN=Cc1ccc(-c2ccc(OC)cc2)s1 | . | -2
O=C(NCCN1CCOCC1)C1CCc2sc(C(=O)N3CCCC3)cc2C1 (stereo not drawn) | -2 | -9

(more compounds)
SMILES | mHTT-CaM PPI inh | Pf apPOL block
CC(C)c1ccc(S(=O)(=O)N2CCC(CN3CCCCCC3)CC2)cc1 | 1 | 0
COc1ccccc1-n1nnc(C(=O)NCc2nc3ccccc3n2C)c1-c1ccccn1 | -5 | -10
CC(C)(Oc1ccc(Cl)cc1)C(=O)Nc1ccc(Cl)cc1F | -112 | -8
O=C(NCc1ccc(F)cc1)c1ccccc1Br | -2 | -3
CC1(C)CC(=O)C(C=NCCN2CCN(C3OC(=O)c4ccccc43)CC2)=C(O)C1 (stereo not drawn) | 1 | -4
O=C(c1ccc(F)cc1F)N1CCC2(CC1)NC(=O)N(Cc1ccccc1)C2=O | 11 | -6
CCc1ccc(NC(=O)C2CCCN(C(=O)c3ccc(F)c(F)c3)C2)cc1 (stereo not drawn) | 1 | -2
CCOc1nccnc1N1CCC(NC(=O)Cc2ccsc2)C1 (stereo not drawn) | 0 | -2
COc1cc(OC)cc(C(=O)N2CCCC(C)(C(=O)NCc3ccccc3)C2)c1 (stereo not drawn) | -10 | -2
COc1ccc(CC(=O)Nc2ccc3ncnc(N4CCCCC4)c3c2)cc1Cl | 55* | 1

Another view of some results above.
Each structure is followed by: mHTT-CaM PPI inh | Pf apPOL block
Cc1ccc(-c2nnc3s/c(=C\c4ccc(Cl)cc4)c(=O)n23)cc1
    2 | -2
Cc1[nH]c2ccccc2c1SCCNC(=O)c1cccc(Cl)c1
    23 | -18
O=C(NC1CCCCCCC1)c1c(O)c2ccccc2[nH]c1=O
    2 | 0
Cc1cccc(CNC(=O)c2cn3c(n2)COCC3)c1
    -10 | -4
COCCNC(=O)c1nn(-c2ccccc2OC)c(=O)c2ccccc12
    -6 | -1
Cc1ccc(C(=O)N2CCCC(c3nc(CNC(=O)C(C)C)cs3)C2)cc1C (stereo not drawn)
    4 | 1

(listing goes on)
SMILES | mHTT-CaM PPI inh | Pf apPOL block
CC(C)CNC(=O)N1CC(c2nc(-c3ccccc3)no2)C2(CCOCC2)C1 (stereo not drawn) | 0 | -5
Cc1cccc(Cn2ncc(Cl)c(Cl)c2=O)c1 | -16 | 1
CN1c2cc(C(=O)NCc3ccccc3)ccc2C(=O)N2CCCCC21 (stereo not drawn) | -4 | -4
O=C(NCC(O)c1ccccc1)Nc1cccs1 (stereo not drawn) | . | 4
CCS(=O)(=O)Nc1ccc(C2(C(=O)N3CCN(CC(C)C)CC3)CCCCC2)cc1 | -1 | 1
O=C1c2ccccc2-c2nnc3c(c21)CCCCCC3 | 9 | -1
O=C(Nc1ccccc1Cl)c1cc(S(=O)(=O)NCCC2=CCCCC2)ccc1F | -2 | -6
CCOc1ccc(N2C(=O)CCC2(C)C(=O)NCCOC)cc1 (stereo not drawn) | -3 | -7
O=[N+]([O-])c1cccnc1Sc1nnc(CSCc2cccc3ccccc23)n1-c1ccccc1 | . | -1
CCCc1nc2cccnc2n1C1CCN(S(=O)(=O)c2cccnc2)C1 (stereo not drawn) | 6 | -5

New compounds follow:
SMILES | mHTT-CaM PPI inh | Pf apPOL block
CC(C)CC(=O)Nc1cc(F)c2nc(N3CCOCC3)ccc2c1 | -3 | 0
Cc1ccc(-n2ncc3c2ncn2nc(COc4ccccc4C)nc32)cc1 | 3 | -12
Cc1ccc(CNC(=O)C2CCN(c3nc4ccccc4[nH]3)CC2)cc1 | 6 | 2
O=C(O)Cc1csc(NC(=O)c2ccccc2Cl)n1 | . | -2
C=CCOc1ccc(Cl)cc1/C=C(\C#N)c1nc2ccccc2[nH]1 | 0 | 2
CCCCN1C(=O)C(C)(C(=O)Nc2cc(Cl)ccc2OC)Oc2cccnc21 (stereo not drawn) | -31 | -9
COc1cccc(C(=O)Nc2c3c(nn2-c2cccc(Cl)c2)CS(=O)C3)c1OC (stereo not drawn) | 8 | 1
O=c1nc2n(-c3ccc([N+](=O)[O-])cc3)c3ccccc3cc-2c(=O)[nH]1 | 2 | 6
O=C(Nc1ccc2c(c1)C(=O)N1CCCCC1CCO2)c1ccc(Cn2ccnc2)cc1 (stereo not drawn) | 9 | -4
Cc1cc(C)c(C(=O)Nc2c(C)cc(C)cc2Cl)c(C)c1 | -5 | 4

More entries follow:
SMILES | mHTT-CaM PPI inh | Pf apPOL block
CC(C)n1cc2cc(C(=O)NCCN(C)C)sc2c1 | 6 | -4
CC(C)(C)OC(=O)NC(Cc1ccccc1)C(=O)O (stereo not drawn) | -7 | 0
COc1ccc(OC)c(C(=O)c2coc3ccc(OC)cc23)c1 | -7 | -8
COc1ccc(CCNC(=O)COc2ccc3c(c2)C(=O)CC3)cc1OC | -5 | -2
Cc1ccc(N2C(=O)C3C4C=CC(O4)C3C2=O)c([N+](=O)[O-])c1 (stereo not drawn) | 5 | 17
O=C(CSc1nc(O)cc(=O)n1-c1ccccc1)NC(c1ccccc1)c1ccccc1 | 28 | 5
Cc1nc(CC(=O)NC2CCc3[nH]c4c(Cl)cccc4c3C2)c(C)s1 (stereo not drawn) | 95* | -12
CCc1c(C)[nH][n+]2cnn(Cc3ccc(Cl)cc3)c2c1=O | -7 | -4
Cc1ccc(CNC(=O)c2c[nH]n3c(=O)c(Cc4ccc(Cl)cc4)c(C)nc23)cc1 | 96* | -4
CCCc1[nH]nc(-c2ccc(C(F)(F)F)cc2)c1NC(=O)OC | 0 | -3

Arranged by heavy-atom count (descending): part of the list above
SMILES | mHTT-CaM PPI inh | Pf apPOL block
CC1(C)CC(=O)C(C=NCCN2CCN(C3OC(=O)c4ccccc43)CC2)=C(O)C1 (stereo not drawn) | 1 | -4
CCOc1ccc(C2=CC(c3cc(OC)ccc3OC)n3ncnc3N2)cc1 (stereo not drawn) | 11 | 1
Cc1[nH]c2ccccc2c1SCCNC(=O)c1cccc(Cl)c1 | 23 | -18
O=C(NCc1ccc(F)cc1)c1ccccc1Br | -2 | -3
Cc1cccc(Cn2ncc(Cl)c(Cl)c2=O)c1 | -16 | 1

(next part)
SMILES | mHTT-CaM PPI inh | Pf apPOL block
CC(=O)N1c2c(cc(Br)cc2S(=O)(=O)Nc2cccc(Cl)c2)CC1C (stereo not drawn) | 9 | 3
COc1ccccc1/C=C1\N=C(c2ccccc2C)OC1=O | 4 | 1
O=C1CCCC2=C1C(c1ccccc1[N+](=O)[O-])n1ncnc1N2 (stereo not drawn) | 1 | -4
CSc1ccccc1NC(=O)Cc1cc(-c2ccc(F)cc2)on1 | -9 | -4
N=C1S/C(=C\c2ccc([N+](=O)[O-])cc2)C(=O)N1c1nccs1 | 45 | -2
O=C(NCc1ccc(Br)cc1)c1ccc(-c2cccnc2)nc1 | -5 | -1
Cc1ccnc(N2CCC(C(=O)NCCc3c[nH]c4ccccc34)CC2)n1 | 16 | -3
CS(=O)(=O)c1noc(-c2ccc(Cl)cc2)c1C#N | . | -4
CC1(C(=O)Nc2cccc(C#N)c2)Oc2cccnc2NC1=O (stereo not drawn) | -6 | -1
COC(=O)C12CC3CC(C1)CC(c1ccc([N+](=O)[O-])cc1)(C3)C2 | -10 | -6

(cont.)
SMILES | mHTT-CaM PPI inh | Pf apPOL block
CCOc1ccc(CO/N=C/c2c(C)[nH]c(=O)[nH]c2=O)cc1 | i | -3
Cc1c(Cl)cccc1NC(=O)CN1N=NC2C(=O)N(c3ccc(F)cc3)C(=O)C21 (stereo not drawn) | -5 | -11
Cn1c(=O)c2c(ncn2Cc2nnc(-c3ccccc3)o2)n(C)c1=O | . | -3
CC(=O)N1c2c(cc(Br)cc2S(=O)(=O)NCc2ccc(C)cc2)CC1C (stereo not drawn) | 1 | 3
COC(=O)c1ccc(C(=O)NCC2(O)CCc3ccccc32)cc1 (stereo not drawn) | -10 | -8
COc1cc(NC(=O)C2CC(c3ccc(Cl)cc3)=NO2)cc(OC)c1OC (stereo not drawn) | -1 | 1
CCc1cccc(NS(=O)(=O)c2cc3n(c2)CCN(C)C3=O)c1 | 2 | -4
CC(=O)c1cccc(NC(=O)C(CC(C)C)N2C(=O)c3ccccc3C2=O)c1 (stereo not drawn) | 7 | 37
CN(C)S(=O)(=O)c1ccc(C(=O)N2CC(c3nc(Cc4cccs4)no3)C2)cc1 | 11 | -10
OC(COc1c(F)cc(Br)cc1F)CN1CCN(c2cccc(Cl)c2)CC1 (stereo not drawn) | 2 | 3

Remaining list, next part:
SMILES | mHTT-CaM PPI inh | Pf apPOL block
CC(=O)N1CCC(=O)N(Cc2ccccc2)c2ccccc21 | . | 0&-4
Cc1ccc(C2Cn3nnc(C(=O)N4CCN(C(=O)c5ccccc5)CC4)c3CO2)cc1 (stereo not drawn) | -1 | 0
Cc1nc(C)c(Oc2ccc(Cl)cc2Cl)c(NCc2ccccc2)n1 | . | -14
CCc1ccc(S(=O)(=O)N2CCCC2C(=O)NCCc2csc(C)n2)cc1 (stereo not drawn) | 2 | -5
CC(=O)OCc1c(OC(C)=O)ccc2c1OC(=Cc1ccccc1F)C2=O | 7&23 | 7&6
CCCn1cnnc1C1CCCN(C(=O)c2ccnn2CC)C1 (stereo not drawn) | 1 | 8
O=C(NC(=S)Nc1ccc2c(c1)CCC2)c1ccccc1 | . | -2
CC1CCN(C(=O)CSc2nc3ccccc3[nH]2)CC1 | 3&-7 | -3&-4
CC1(C)CC(=O)C2=C(C1)OC1=C(C(=O)CC(C)(C)C1)C2c1ccccc1O | 1 | -2
NCC1OC(O[C@@H]2[C@H](O)C(OC3C(O)C(N)CC(N)C3OC3OC(CO)C(O)C(O)C3N)O[C@@H]2CO)C(N)C(O)C1O (stereo partly drawn) | . | -4

Screening data as filed in PubChem BioAssay.

No enrichment for hits. About 3.7% of those tested had a hit in this group.
